A-T KAP1 phos: candidate therapy for ataxia-telangiectasia; Potency, µM (titrated, usually from 57.5 µM), without a hit: top-dose activation, most hits filed as activators; […] A-T fibroblasts, KAP-1 phosphorylation AlphaLISA; neocarzinostatin DNA damage 30 min before lysis; AID 485349; hit rate 0.19% among 320,000; further: potency means the concentration at half of the fitted maximal effect; % of control where 0% means no effect; nearly all actives have a fitted effect of over 45% in size
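ATM-like activity read as KAP-1 phosphorylation via AlphaLISA donor/acceptor antibody pairs after lysis and 6 hr at 25C. Cells were ATM-null patient fibroblasts ([…], hTERT), dosed 60 min, then exposed to the DSB inducer NCS for 30 min.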
TRPV1 ag: agonists of human vanilloid receptor 1 (TRPV1). Q8NER1. TRPV1-expressing cells, Fluo-8 calcium influx, agonist mode. activation, % at 8.33 µM. hit rate 0.19% among 320,000; in the data active means activation above about 80%; inconclusive means between about 30% and that limit; further: 0% is about no effect
Target sequence (Q8NER1 whole entry, looked up): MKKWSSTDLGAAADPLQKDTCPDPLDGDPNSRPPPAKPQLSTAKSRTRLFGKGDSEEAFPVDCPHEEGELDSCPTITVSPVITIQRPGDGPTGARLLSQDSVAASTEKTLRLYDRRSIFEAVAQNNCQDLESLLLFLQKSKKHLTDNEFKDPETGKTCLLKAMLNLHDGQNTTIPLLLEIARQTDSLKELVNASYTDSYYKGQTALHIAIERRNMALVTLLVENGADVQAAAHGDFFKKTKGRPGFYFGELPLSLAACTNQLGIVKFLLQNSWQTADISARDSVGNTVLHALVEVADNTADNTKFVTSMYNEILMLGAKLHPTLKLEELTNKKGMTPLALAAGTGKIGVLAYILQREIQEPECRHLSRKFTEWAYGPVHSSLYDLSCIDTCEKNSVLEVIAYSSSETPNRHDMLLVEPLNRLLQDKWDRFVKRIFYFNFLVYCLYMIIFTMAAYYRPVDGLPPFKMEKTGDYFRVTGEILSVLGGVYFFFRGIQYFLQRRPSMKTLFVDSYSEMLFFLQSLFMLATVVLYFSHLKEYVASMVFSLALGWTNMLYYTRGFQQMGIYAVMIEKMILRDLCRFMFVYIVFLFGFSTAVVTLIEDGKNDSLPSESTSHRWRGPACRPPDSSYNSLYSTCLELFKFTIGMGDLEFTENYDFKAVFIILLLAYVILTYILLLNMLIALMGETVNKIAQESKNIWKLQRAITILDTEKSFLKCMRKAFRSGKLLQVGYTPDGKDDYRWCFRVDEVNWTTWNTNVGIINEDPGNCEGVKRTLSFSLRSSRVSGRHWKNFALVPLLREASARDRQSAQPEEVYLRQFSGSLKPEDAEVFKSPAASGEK
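TRPV1-expressing cells were cultured overnight at 35.5C and loaded with Fluo-8 calcium dye for 40 to 90 min at room temperature. After a 10 s baseline, compound was added and calcium influx was read kinetically for 3 min (ex 480/em 520 nm).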
p53 reactivator: restores transcriptional activity of mutant p53. H1299 p53-A138V BP100-luciferase reporter, luminescence, 24 h. Potency, µM (top dose mostly 92.2 µM), without a hit: at the top dose activity change, positive = activation, hits mostly activators. hit rate 0.063% among 320,000. AID 504706; further: potency means the concentration at half of the fitted maximal effect; % of control where 0% means no effect; nearly all actives have a fitted effect of over 45% in size
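p53-null H1299 cells stably carrying temperature-sensitive p53-A138V and a BP100-luciferase reporter were pinned with compounds (4-point, 1:5 series) and held 24 hrs at 37 deg C. Luminescence was read 10 min after detection reagent.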
TSG101-PTAP inh: blocks PTAP/TSG101 interaction to inhibit HIV-1 budding; Q99816; Fluorescence polarization, FITC-PTAP peptide / Tsg101 binding; Potency, µM (highest dose often 115 µM), for the others: top-dose activity change, negative = inhibition, most hits filed as inhibitors; 340,000 tested, under 10 active; AID 493005; active means well fitted inhibition curve with a large enough effect in the main read-out, with a control signal flat, not every such curve was filed as active; inconclusive means small, poorly fitted or top-dose-only effect, or effect the other way, or a change in a side signal; inactive means no such curve, though single readings can be large or run the other way; further: potency means the concentration at half of the fitted maximal effect; % of control where 0% means no effect
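Steps: Tsg101 binding domain dispensed (10 uM final), compounds pinned in DMSO, FITC-labeled PTAP-motif peptide added (50 nM final); after 20 min binding at room temperature, polarization measured.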
a7 integrin act: activators of alpha7 integrin expression for muscular dystrophy; alpha7betagal myoblasts, beta-gal FDG fluorescence, 48 h; Potency, µM (highest dose often 38.3 µM), without a hit: top-dose activation, actives largely listed as activators; hit rate 0.064% among 350,000;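 further: potency means the concentration at half of the fitted maximal effect; 100% = response of the positive control SU9516; nearly all actives have a fitted effect of over 60% in size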
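Alpha7betagal+/- myoblasts (passage 13) were plated 16-24 hr, then exposed to compounds (1:260 dilution of DMSO stock) for 48 hours at 37C. After MPER lysis, β-galactosidase reporter activity was read as FDG fluorescence (ex 480/em 540) after 30 minutes.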
MLL CXXC-DNA inh: blocks binding of human MLL CXXC domain to DNA; Q03164; MLL-CXXC / FITC-HOXA9 DNA fluorescence polarization; Potency, µM (titrated, usually from 115 µM), without a hit: at the highest dose activity change, negative = inhibition, hits mostly inhibitors; hit rate 0.037% among 290,000; AID 2662; active means well fitted inhibition curve with a large enough effect in the polarisation, with a control signal flat, not every such curve was filed as active; inconclusive means small, poorly fitted or top-dose-only effect, or effect the other way, or a change in a side signal; inactive means no such curve, though single readings can be large or run the other way; the % refers to the polarisation; further: potency means the concentration at half of the fitted maximal effect
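Purified MLL-CXXC (added from a 7 uM solution) was preincubated 5 min at ambient with pinned compounds in 50 mM Tris-HCl pH 7.5, 50 mM NaCl, 1 mM DTT, 0.05% BSA. Fluorescein-labeled HOX-A9 DNA (50 nM solution) followed, 30 min, then polarization read.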
ELG1 repair inh: inhibitors of ELG1-dependent DNA repair in HEK293T cells; Potency, µM (series often up to 46.1 µM), for inactives: top-dose activity change, negative = inhibition, actives largely listed as inhibitors; AID 504467; HEK293T ELG1-luciferase reporter, luminescence, 16 h; DNA damage induced by 5-fluorouridine; hit rate 2.3% among 330,000; further: potency means the concentration at half of the fitted maximal effect; on the % scale 0 is the no-effect control and ±100 the full control effect; nearly all actives have a fitted effect of over 55% in size
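5-Fluorouridine DNA damage + compound/DMSO, 2,000 cells/well, 16 h, 37 °C/5% CO2. ONE-Glo, 30 min RT, luminescence. Readout = decrease in reporter signal.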
TCR act: activates T cell receptor signaling; primary human leukocytes, anti-CD3, IL-2 HTRF, 48 h; Potency, µM (top dose mostly 9.22 µM), for the others: at the top dose activation of IL-2 secretion, hits mostly activators; 330,000 tested, under 10 active; further: % of control where 0% means no effect
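Using a-CD3 beads without co-stimulation, primary human leukocytes were exposed to compounds for 48 hr. An HTRF IL-2 kit measured the cytokine, with europium-to-d2 energy transfer producing emission at 665nm upon 320nm excitation.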
BRCA1 expr act: BRCA1 expression activation; AID 624202; MCF7-BRCA1-FFLuc reporter, luminescence, 48 h; response scale: scaled: vehicle 0%, 10 µM genistein 100%; Potency, µM (highest dose often 46.1 µM), without a hit: at the top dose activation, hits mostly activators; hit rate 1.1% among 380,000; further: potency means the concentration at half of the fitted maximal effect; nearly all actives have a fitted effect of over 80% in size; some results filed as inactive show a strong effect at the top dose
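MCF7-BRCA1-FFLuc, 2000 cells/well; 2 h attach, 37 °C/5% CO2; compound 48 h; luciferase substrate 15 min; luminescence end-point. Norm. to genistein 10 microM max activation and DMSO; concentration-response curves fitted.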
B2AR arrestin: agonists driving beta-arrestin recruitment to human beta2-adrenergic receptor; P07550; beta-arrestin recruitment to beta2AR, cell-based reporter; Potency, µM (top dose mostly 46.1 µM), for the others: at the top dose activation, actives largely listed as activators; hit rate 0.02% among 330,000; AID 492947;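 further: potency means the concentration at half of the fitted maximal effect; 0% = DMSO controls and full agonism = EC100 isoproterenol or metaproterenol; nearly all actives have a fitted effect of over 65% in size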
Numbers without * were called inactive; u = inconclusive; x = no result given; [ ] = another dose, or the depositor's remark. Unless noted, the call rests on the fitted dose curve; in most records, active means well fitted curve in the direction sought with a large enough effect; inconclusive means small, poorly fitted or top-dose-only effect, or another doubt; inactive means no such curve, though single readings can be large; an effect the other way counts as inactive or inconclusive.

SMILES	A-T KAP1 phos	TRPV1 ag	p53 reactivator	TSG101-PTAP inh	a7 integrin act	MLL CXXC-DNA inh	ELG1 repair inh	TCR act	BRCA1 expr act	B2AR arrestin
CCN1C(=O)C(CC(=O)Nc2ccc(F)cc2)N(Cc2ccc3c(c2)OCO3)C1=S (stereo not given)	-3%	4	-3%	-3%	-8%	-4%	u	x	-51%	-0.6%
COc1cc(C(=O)Sc2ccc(Cl)cc2)cc(OC)c1OC	-3%	9	-9%	-3%	-54%[inhibitor]	15%	-9%	1%	-12%	0.4%
C/C(CC(=O)Nc1cccc(Cl)c1C)=N\NC(=O)Cc1csc(N)n1	-11%	5	-1%	-8%	30%	-3%	-16%	2%	0%	0.5%
O=C(c1cc(-c2ccccc2)n[nH]1)N1CCc2c([nH]c3ccccc23)C1c1ccccn1 (stereo not given)	1%[11.5 µM]	0	-4%	-8%	0%	12%	u	-4%	-61%	-1.0%
COC(CNC(=O)C1CCCN(S(=O)(=O)c2ccc3c(c2)oc(=O)n3C)C1)OC (stereo not given)	0%	1	11%	-13%	9%	4%	0%	-9%	-5%	0.1%
O=C(O)c1ccccc1SCCS(=O)(=O)c1ccc(Cl)cc1Cl	0%	1	12%	-1%	-5%	1%	0%	4%	0%	-0.3%
CN1C(=O)c2ccc(NC(=O)CCS(=O)(=O)c3ccccc3)cc2C1=O	-1%	-3	-3%	0%	6%	4%	5%	-2%	-9%	0.3%
COc1ccc(NC(=O)C2CCCN(CCCc3ccccc3)C2)cc1OCC(C)C (stereo not given)	5%	19	-1%	0%	-60%[inhibitor]	u	-22%	-2%	-81%[inhibitor]	-0.1%
CC1CN(C(=O)C2CCCC2)C(C)CN1C(=O)C1CCCC1 (stereo not given)	-7%	1	-5%	0%	-8%	-1%	14%	1%[46.1 µM]	0%	0.6%
Brc1ccc(-c2nnc3n2C2(CCCC2)Cc2ccccc2-3)o1	7%	15	-15%	-12%	1%	-2%	u	-1%[46.1 µM]	-21%	-0.4%

The last 2 compounds of the part before come first, to join the parts.
SMILES	A-T KAP1 phos	TRPV1 ag	p53 reactivator	TSG101-PTAP inh	a7 integrin act	MLL CXXC-DNA inh	ELG1 repair inh	TCR act	BRCA1 expr act	B2AR arrestin
CC1CN(C(=O)C2CCCC2)C(C)CN1C(=O)C1CCCC1 (stereo not given)	-7%	1	-5%	0%	-8%	-1%	14%	1%[46.1 µM]	0%	0.6%
Brc1ccc(-c2nnc3n2C2(CCCC2)Cc2ccccc2-3)o1	7%	15	-15%	-12%	1%	-2%	u	-1%[46.1 µM]	-21%	-0.4%
COc1ccc(-c2nc3c(c(=O)[nH]c(=O)n3Cc3ccccc3)n2C)cc1	1%	2	-6%	0%	3%	17%	4%	6%	-13%	0.1%
C=CCn1c(SCc2ccc3c(c2)OCO3)nc2scc(-c3ccco3)c2c1=O	0%	1	-5%	5%	6%	0%	-11%	0%	2%	0.0%
Oc1ccc(Cl)cc1CNCC1CCCCC1	19%	-3	17%	-3%	9%	x	u	-2%	u	-1.0%
Cc1cccc2cc(C#N)c(NCCNS(=O)(=O)c3ccc4c(c3)OCCO4)nc12	10%	1	5%	-1%	0%	5%	-8%	3%	-19%	-0.3%
S=C(NCc1ccccc1)NCc1cccc(Cl)c1	9%	u	4%	-4%	-29%	10%	12%	-1%	2%	0.0%
Cc1nc(C)c(/C(O)=C\c2nc3ccc([N+](=O)[O-])cc3oc2=O)o1	3%	-3	9%	0%	-7%	-4%	-28%	-4%	-4%	-0.8%
CCn1c(CNC(=O)c2ccccc2F)cc2cc(C)ccc21	-6%	u	16%	-4%	-18%	32%[activator]	u	-2%	52%	-1.2%
CCOC(=O)c1ccc(Oc2c(C)oc3cc(OS(C)(=O)=O)ccc3c2=O)cc1	x	19	-1%	-1%	19%	8%	u	-10%[46.1 µM]	-13%	-0.3%
Cc1sc2nc(CSc3nc4ccccc4s3)[nH]c(=O)c2c1C	0%	-5	-3%	x	x	16%	u	x	x	-0.1%
Cc1cc(C)c(NC(=O)CSc2ccc(-c3ccccn3)nn2)c(C)c1	9%	1	-8%	0%	2%	-13%	-24%	6%	-19%	0.0%
CCOC(=O)c1sc(C)c2c1NC1(CCCCCC1)NC2=O	1%	22	6%	-7%	19%	-11%	-1%	-8%	-1%	0.5%
Cc1ccc(S(=O)(=O)NC2=NCN(C3CCN(Cc4ccccc4)CC3)CN2)cc1	2%	-3	1%	-3%	23%	-4%	10%	5%	-2%	0.6%
CCC1(C)Cc2ccccc2C(=S)N1 (stereo not given)	0%	3	-4%	-7%	1%	36%[activator]	-1%	-1%	1%	u
Cc1ccccc1NC(=O)Cc1cn(C)c2ccccc12	3%	0	1%	-5%	16%	2%	8%	x	1%	0.5%
CCn1cnc2sc(C(=O)Oc3cccc(C)c3)c(C)c2c1=O	0%	1	15%	-2%	22%	9%	u	-15%	u	0.0%
CC1(NCc2ccc(Cl)cc2)COP(=O)(NCc2ccccc2)OC1 (stereo not given)	x	x	x	-7%	-3%	x	x	-4%	14%	x
CCOC(=O)N1CCN(Cc2c(F)cccc2Cl)CC1	1%	14	-4%	-6%	-1%	15%	10%	2%	-13%	0.0%
COc1ccc2nc(COC(=O)c3ccco3)c(C(C)=O)[n+]([O-])c2c1	11%	3	6%	-4%	-7%	5%	-10%	2%	2%	-0.7%
Cn1c(=O)n(C)c2cc(S(=O)(=O)NCc3ccccc3)ccc21	4%	0	-4%	-3%	9%	1%	u	-1%	-20%	-0.5%
O=C(Nc1nc2ccccc2[nH]1)c1cccc([N+](=O)[O-])c1	4%	24	-3%	2%	-30%[inhibitor]	-5%	u	2%	60%	6.1%
CC1CC(C)CN(C(=O)CCn2c(=O)oc3ccccc32)C1 (stereo not given)	4%	17	11%	-5%	40%	2%	3%	-5%	-6%	-0.4%
COc1cc(CN2CCCC(N3CCc4ccccc4C3)C2)c(Cl)cc1O (stereo not given)	6%	4	-18%	-4%	-5%	u	-1%	3%	14%	-0.8%
CC(C(N)=O)N1C(=O)NC2(CCCc3ccccc32)C1=O (stereo not given)	3%	0	-5%	1%	1%	-4%	1%	-3%	-3%	-0.1%
CC1CN(Cc2nc3c(c(=O)n(C)c(=O)n3C)n2CC(O)CO)CC(C)O1 (stereo not given)	2%	-1	-7%	-5%	-5%	3%	9%	-4%	2%	-0.3%
O=C(NCc1ccc(F)cc1)c1c2c(nc3ccccc13)CCN(Cc1ccccc1)C2	-6%	13	-11%	2%	9%	22%	1%	3%[46.1 µM]	-11%	-0.3%
NS(=O)(=O)c1cc(C(=O)O)cc(N2CCCC2)c1Oc1ccccc1	-6%	-2	1%	1%	x	-1%[51.4 µM]	0%	7%	-1%	-0.2%
COC(=O)C1C/C(=N\NS(=O)(=O)c2ccc(C)cc2)c2sccc2C1 (stereo not given)	4%	12	-9%	-4%	24%	0%	11%	-1%[46.1 µM]	-14%	-1.1%
CC(=O)c1ccc(NC(=S)NC(=O)c2c(Cl)c(C)nn2C)cc1	7%	0	12%	-4%	u	0%	16%	-6%[46.1 µM]	0%	0.2%
Cn1cnc(S(=O)(=O)Nc2ccc(OC(F)F)cc2)c1	-1%	-4	-2%	0%	20%	-2%	7%	8%	6%	3.7%
COCCNC(=O)[C@H]1C[C@@H]1[C@H](NP(=O)(c1ccccc1)c1ccccc1)c1ccccc1	-16%	-5	11%	x	14%	5%	8%	8%	2%	-1.0%
CC(NC(=O)c1ccc2c(c1)OCO2)C(c1cccs1)N1CCN(c2ccccc2)CC1 (stereo not given)	-3%	12	-3%	-5%	18%	2%	u	8%	-18%	-0.9%
CSc1ccccc1NC(=O)c1cnccn1	11%	-4	3%	-3%	-11%	6%	u	0%	2%	-0.2%
COc1ccc(CCNC(=O)CC(C)(C)CC2=NS(=O)(=O)c3ccccc3N2)cc1OC	-2%	0	-14%	0%	28%	18%	-4%	0%	5%	-1.0%
COc1ccc(CCn2c(C)cc(C(=O)COC(=O)c3ccc(NC(=O)CC#N)cc3)c2C)cc1	-3%	-1	7%	17%	-5%	17%	-15%	-5%	2%	-0.3%
Cc1cc(C(=O)COC(=O)c2cccn2C)c(C)n1Cc1ccco1	-8%	u	-5%	1%	-10%	-5%	u	-7%	u	0.1%
O=C(CCCCn1c(=S)[nH]c2ccsc2c1=O)NCc1ccco1	-1%	1	-2%	-6%	-14%	2%	18%	x	-35%	-0.5%
CCc1ccc(NC(=O)CS(=O)CC(=O)NC(C)CCc2ccco2)cc1 (stereo not given)	-2%	-3	9%	-6%	-5%	-2%	8%	2%[46.1 µM]	8%	0.2%

Screening data: PubChem BioAssay, National Center for Advancing Translational Sciences (NCATS)

Rows were taken by chance (roughly 3.8% active in at least one column).
